# CatL inh: blocks human cathepsin L protease activity. inhibition, %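 (tested at 10 µM)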. purified cathepsin L, fluorogenic substrate, fluorescence. 0.17% of 58,000 active. AID 460. P07711; in the data active = inhibition above about 45%;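 also: 0% = enzyme with no compound and 100% = no enzyme blank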
# CatG inh: inhibitors of human cathepsin G | AID 581 | inhibition, % at 5 µM (by protocol) | purified enzyme, AMC-tetrapeptide fluorescence, pooled mixtures | 0.2% of 62,000 active | P08311;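 active = inhibition above 20% in each of the two mixture wells holding the compound; inactive = inhibition of 20% or less in either well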;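 also: 0% = enzyme control without mixture and 100% = blank lacking enzyme; strong numbers were not always called active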
# CatS inh: inhibitors of human cathepsin S; inhibition, %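 (tested at 5 µM per compound within 10-compound mixtures)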; 0.06% of 62,000 active; recombinant cathepsin S, AMC dipeptide fluorescence, pooled mixtures; AID 501; in the data active = inhibition above about 32%, passing the limit was not always enough;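 also: 0% = enzyme without compound and 100% = blank without enzyme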
# Target sequence (P25774 115-331 limits assumed): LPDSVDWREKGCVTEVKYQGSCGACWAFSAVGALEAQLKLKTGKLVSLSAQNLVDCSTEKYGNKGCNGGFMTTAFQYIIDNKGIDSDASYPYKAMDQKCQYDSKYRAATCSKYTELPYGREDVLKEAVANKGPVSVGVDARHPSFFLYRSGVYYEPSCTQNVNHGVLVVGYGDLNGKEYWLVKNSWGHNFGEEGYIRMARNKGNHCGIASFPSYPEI
# CatB inh: inhibitors of human cathepsin B; P07858; purified cathepsin B, fluorogenic substrate, fluorescence; inhibition, %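 (tested at 10 µM)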; 0.1% of 63,000 active; AID 453; in the data active = inhibition above about 21%;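 also: 0% = enzyme with no compound and 100% = no enzyme blank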
# AP complement: orthogonal test for alternative complement pathway inhibitors; Human serum alternative complement pathway, LPS-coated ELISA, C3 deposition; tested in compound mixtures; inhibition, % at 5 µM; 0.08% of 62,000 active; AID 1235;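 active = inhibition above 30% in each of the two pooled mixtures holding the compound, so the lower value exceeds 30%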;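 also: 0% = serum in Mg-EGTA without compound and 100% = EDTA serum blank; some compounds past the cut are filed as inactive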
#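 Test system: human serum complement alternative pathway, C3 deposition onto LPS / Medium: Mg2+-EGTA GVB++ buffer containing human serum at 1:15 dilution / Probe or stimulus: Plate-bound LPS / Times: 1 h at 37 °C / Signal: ELISA with HRP anti-human C3 antibody, TMB substrate, absorbance 450 nm / Measure: percent inhibition / Repeats: two pool placements per compound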
# C1s inh: human complement C1s inhibition; P09871; 0.16% of 62,000 active; mean inhibition % of two 10-compound mixtures (hits give high values), % at 5 µM (by protocol); purified C1s, fluorogenic AMC substrate, pooled mixtures; AID 538;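 active = inhibition above 20% in each of the two 10-compound mixture wells holding the compound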;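 also: 0% = enzyme wells lacking compound mixture and 100% = no-enzyme blank wells; some compounds called inactive have numbers as strong as hits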
# Target sequence (P09871 16-437 limits assumed): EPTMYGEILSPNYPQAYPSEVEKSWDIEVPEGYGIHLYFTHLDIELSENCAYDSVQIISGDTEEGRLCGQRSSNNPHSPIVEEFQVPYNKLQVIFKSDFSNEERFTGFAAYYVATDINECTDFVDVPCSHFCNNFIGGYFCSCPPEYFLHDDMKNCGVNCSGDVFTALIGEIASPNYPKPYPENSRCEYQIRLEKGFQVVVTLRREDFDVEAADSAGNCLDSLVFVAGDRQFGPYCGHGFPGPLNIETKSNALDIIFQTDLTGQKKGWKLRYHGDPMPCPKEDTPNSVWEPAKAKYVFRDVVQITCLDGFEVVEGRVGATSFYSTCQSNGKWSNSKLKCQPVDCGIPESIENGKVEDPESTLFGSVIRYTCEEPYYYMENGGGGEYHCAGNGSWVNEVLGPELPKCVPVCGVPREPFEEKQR
# Target sequence (P09871 438-688 limits assumed): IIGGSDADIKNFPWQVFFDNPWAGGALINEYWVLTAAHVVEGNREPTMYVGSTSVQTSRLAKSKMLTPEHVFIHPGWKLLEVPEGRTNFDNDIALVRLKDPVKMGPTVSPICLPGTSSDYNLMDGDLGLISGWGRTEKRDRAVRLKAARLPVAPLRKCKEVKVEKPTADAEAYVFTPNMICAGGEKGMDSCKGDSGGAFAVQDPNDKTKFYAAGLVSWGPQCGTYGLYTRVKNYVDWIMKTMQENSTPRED
# FXIa inh mix: blocks human factor XIa in pooled compound mixtures. P03951. inhibition, % at 5 µM. purified FXIa, fluorogenic substrate. 0.19% of 62,000 active; in the data active = inhibition above about 20%, passing the limit was not always enough;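 also: each value is inhibition by a whole ten-compound pool holding the compound; 0% = enzyme with no mixture and 100% = wells lacking enzyme; strong numbers were not always called active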
# E coli RNAP: Escherichia coli RNA polymerase inhibition. P0A8V2. E. coli RNA polymerase, fluorescence transcription assay. inhibition, %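 (tested at 10 µM)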. 0.2% of 62,000 active; in the data active = inhibition above about 20%;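 also: 0% = enzyme without compound and 100% = no enzyme blank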
# CatB mixtures: human cathepsin B inhibition by mixtures; P07858; Purified cathepsin B, AMC dipeptide fluorescence, compound mixtures; inhibition, %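 (ten-compound pools at 5 µM per compound and 50 µM total)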; 0.06% of 62,000 active; AID 488; in the data active = inhibition above about 22%, passing the limit was not always enough;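 also: 0% = enzyme without compound and 100% = no enzyme blank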
# The depositor's hits bear a star; nt = no result given. An excerpt, so the mix of outcomes need not match the whole.
CatL inh	CatG inh	CatS inh	CatB inh	AP complement	C1s inh	FXIa inh mix	E coli RNAP	CatB mixtures	molecule
nt	-1	-1	-6	15	-29	1	3	1	CCOC(=O)c1nc(N)sc1C(=O)OCC
-2	-5	-6	-4	17	-35	-1	4	4	Cc1noc(C)c1C(=O)N1CCc2ccccc2C1
5	-9	-9	0	-2	-10	2	nt	1	CCOC(=O)C1=C(C)OC(N)=C(C(=O)OCC)C1c1ccncc1 (centres undefined)
19	0	16	-2	18	1	2	-3	-2	Cc1ccc(NC(=O)CSc2nnc(Cn3c(=O)sc4ccccc43)n2C)cc1Cl
8	11	16	6	2	14	7	13	3	CN(C)/C=C1/C(=O)Nc2ccccc21
-2	-4	5	-1	2	0	3	5	2	CCN1CCCC1CNc1ncnc2c1[nH]c1ccc(F)cc12 (centres undefined)
nt	5	3	-3	-5	7	-7	10	-2	C=CCN=C1SC(C)C(=O)N1S(=O)(=O)c1ccccc1 (centres undefined)
5	10	-5	-2	9	17	6	4	3	CC1(O)N(Cc2ccccc2)C(=O)OC12CCCCC2 (centres undefined)
25	8	11	4	2	13	2	4	0	O=C(Nc1ccc(N2CCOCC2)cc1)C1CCN(S(=O)(=O)Cc2ccccc2)CC1
-5	-26	-18	3	-12	-96	-26	-11	-10	CC(=O)OCC(=O)Nc1ccc(Cl)cc1Cl
-4	8	-2	3	26	-7	5	-1	1	CCNC(=O)CN(c1ccc(C)cc1)S(=O)(=O)c1ccc(SC)cc1
-4	-3	-4	0	20	-15	2	-5	-3	Cc1ccnc(NS(=O)(=O)c2ccc(NC(=O)C3CCCNC3=O)cc2)n1 (centres undefined)
35	-8	18	9	-18	14	-1	3	5	CCc1ccc2[nH]c(=O)c(CN(CCN3CCCC3)C(=O)NC3CCCCC3)cc2c1
9	9	-2	5	4	11	4	6	4	Cc1nc2ccccc2c2oc(C(=O)NCc3ccccn3)cc12
10	-6	-1	4	-13	-4	2	6	4	O=C(O)COc1cccc2nsnc12
13	13	13	3	-10	-6	1	1	-3	CCOc1cc(C(=O)N2CCc3cc(OC)c(OC)cc3C2)ccc1OC(F)F
3	-4	10	8	-17	-3	4	5	4	COc1ccc(OC)c(CC(NC(C)=O)C(=O)NC2CCN(c3nc(C)cc(C)c3C#N)CC2)c1 (centres undefined)
2	14	41	-1	15	12	16	4	2	Cn1cccc1Cc1nnc(SCC(=O)N2CCc3ccccc32)n1-c1ccc(F)cc1
-1	10	4	2	10	-5	8	9	-7	COc1ccc(OC)c(NC(=O)CSc2nnc(CNc3ccc(C)cc3C)o2)c1
11	6	-7	2	-13	3	5	7	1	CCCCOc1nc(N)nc(-c2ccccc2)n1
-2	12	4	2	8	13	7	nt	3	O=CNc1ccccc1Oc1ccccc1
54*	8	12	5	-2	-4	-1	7	0	O=C(NCc1ccco1)C(Cc1ccccc1)N1C(=O)C2C3C=CC(C3)C2C1=O (centres undefined)
nt	2	0	3	-6	4	1	7	-1	CC(C)(C)n1nc2c(c1NC(=O)c1cccs1)CS(=O)C2 (centres undefined)
nt	9	4	2	3	3	-5	7	0	CCNc1c(N)c(=O)oc2ccccc12
-7	9	-6	0	13	10	0	2	4	CCC(=O)Oc1c(S(=O)(=O)c2ccc(C)cc2)c(C)nn1C(C)(C)C

# Just E coli RNAP and CatL inh, for six of the compounds above:
canonical_smiles	E coli RNAP	CatL inh
Cc1nc2ccccc2c2oc(C(=O)NCc3ccccn3)cc12	6	9
Cc1ccnc(NS(=O)(=O)c2ccc(NC(=O)C3CCCNC3=O)cc2)n1 (centres undefined)	-5	-4
CCOC(=O)c1nc(N)sc1C(=O)OCC	3	nt
CCN1CCCC1CNc1ncnc2c1[nH]c1ccc(F)cc12 (centres undefined)	5	-2
Cc1noc(C)c1C(=O)N1CCc2ccccc2C1	4	-2
Cn1cccc1Cc1nnc(SCC(=O)N2CCc3ccccc32)n1-c1ccc(F)cc1	4	2

# The results go on.
CatL inh	CatG inh	CatS inh	CatB inh	AP complement	C1s inh	FXIa inh mix	E coli RNAP	CatB mixtures	molecule
-22	-21	-17	-7	8	-195	8	7	-5	O=C(CCCOc1ccc(Cl)cc1)N1CCOCC1
-3	-22	-24	1	12	-113	-26	1	-8	Cc1ccc(C(C(=O)NC2CCCCC2)N2CCCC2)cc1 (centres undefined)
-3	4	4	2	9	-5	2	5	-9	Cc1nc2oc3c(NCc4ccccn4)ncnc3c2c2c1COC(C)(C)C2
-3	0	-3	-2	8	-2	2	4	3	O=C(Cn1cnc2ccccc2c1=O)Nc1ccc(-c2nnc3n2CCCCC3)cc1
22	-2	5	-2	7	-10	-10	7	-3	NC(=O)C1(N2CCCCC2)CCN(CC(=O)Nc2ccc(Oc3ccccc3)cc2)CC1
-4	-2	4	-2	29	-9	2	3	6	O=C(CSc1ccc2nnc(-c3ccc(F)cc3)n2n1)N1CCOCC1
8	-4	-5	-2	-2	-9	4	2	3	CCN(CC)c1nc(Nc2ccccc2)nc(Oc2ccc(=O)[nH]n2)n1
1	10	-5	2	20	15	10	0	6	COc1ccc(CNC(=O)C2COc3ccccc3O2)c(OC)c1 (centres undefined)
2	-9	6	3	11	-10	-3	1	10	COc1ccc(N(C(=O)c2ccco2)C(C(=O)NC2CCCC2)c2ccc(N(C)C)cc2)cc1OC (centres undefined)
nt	6	-7	6	6	10	7	6	-1	COc1ccc(C(c2nnnn2C2CCCCC2)N2CCN(c3ccccc3)CC2)cc1 (centres undefined)
13	6	10	2	6	1	-1	3	2	Cn1cccc1Cc1nnc(SCC(=O)Nc2ccc3c(c2)OCO3)n1CCc1ccccc1
0	-1	0	-4	20	2	14	4	6	O=C(CN1CCN(CCOCCO)CC1)N1c2ccccc2Sc2ccc(Cl)cc21
-3	8	-1	0	12	15	7	6	1	COC(=O)C1=C(C)N(CC2CCCO2)C(=O)C1 (centres undefined)
nt	-1	8	-7	10	0	4	3	4	Cc1ccc(C)c2[nH]c(=O)c(CCNC(=O)C(C)(C)C)cc12
15	-1	0	4	4	-1	0	3	1	CCOC(=O)c1cnc(SCc2ccc(C)cc2)nc1N
2	-6	-2	3	-5	-9	8	nt	-1	O=C1NCC(COCc2ccco2)O1 (centres undefined)
-1	6	-2	2	24	-2	0	0	4	O=C(OCC(=O)N1CCN(c2ccccc2)CC1)c1ccccn1
5	-4	6	1	11	-46	9	6	4	COc1ccc(S(=O)(=O)N2CCN(C(=O)[C@@H]3CCC(=O)N3C3OC(=O)c4ccccc43)CC2)cc1 (some centres undefined)
0	8	2	4	14	-3	-2	6	5	CN1CCN(C(=O)C2CCCCC2C(=O)O)CC1 (centres undefined)
0	-2	0	1	-4	-28	-10	10	0	O=C(CN(C(=O)CSc1nnc(COc2ccccc2)o1)c1ccc(F)cc1)NC1CCCC1
-8	6	1	3	13	5	3	-1	4	CCN(CC)CCn1c(=S)[nH]c2ccc(Cl)cc2c1=O
2	6	-4	7	15	9	8	6	3	CCS(=O)(=O)N1CCC(C(=O)Nc2cccc(C(C)=O)c2)CC1
-4	-1	-5	1	7	-64	-12	6	-9	Cc1cc(OCc2nc(-c3cccnc3)no2)c(C)cc1Br
4	8	4	2	16	12	12	2	2	COc1ccc2[nH]c3ccc(OC)cc3c2c1
11	8	6	4	-5	12	2	5	-2	CCOc1ccc(NC(=O)CCNS(=O)(=O)c2ccc3c(c2)c(=O)n(C)c(=O)n3C)cc1

# (cont.)
CatL inh	CatG inh	CatS inh	CatB inh	AP complement	C1s inh	FXIa inh mix	E coli RNAP	CatB mixtures	molecule
-2	3	-6	-3	7	-6	9	-1	-2	COc1ccc(CC(=O)Nc2ccc(-c3noc(COc4ccccc4C)n3)cc2)cc1
nt	8	-6	-3	9	0	3	7	-7	CCc1nnc(NC(=O)CSc2nnc(C3CCCCC3)n2-c2ccccc2)s1
8	8	-5	2	21	10	5	8	5	CC1CN(C)C(C)CC1NCc1ccc2c(c1)OCO2 (centres undefined)
8	5	1	-2	10	7	8	4	8	c1n[nH]c(SCCCCSc2ncn[nH]2)n1
15	9	4	0	7	13	3	2	5	COc1ccc(OC)c(C2C(C(=O)O)c3ccccc3C(=O)N2C)c1 (centres undefined)
9	-26	1	9	-31	-27	-11	0	1	O=C(O)Cn1nc(C(F)(F)F)c2c1CCC2
5	11	5	1	1	20	6	11	6	COC(=O)Cn1cc(C(=O)c2cccs2)c2ccccc21
8	11	-5	4	8	15	4	4	7	O=C(CN1CCCCC1)Nc1cccc(Cl)c1Cl
34	11	19	-1	1	-4	-5	10	4	CC1(C)CC(=O)C(C=NC(CCC(N)=O)C(=O)O)=C(O)C1 (centres undefined)
32	-4	2	2	-4	-12	-2	2	-1	Cc1cnc(NC(=O)CSc2nnc(-c3ccccc3)o2)s1
-6	8	-6	-1	4	8	9	6	16	CCCn1c(C(O)c2ccc3c(c2)OCO3)nc2ccccc21 (centres undefined)
1	-3	-2	-5	13	-3	1	0	3	COc1cccc(N2CCN(C(=O)CCn3c(=S)[nH]c4cc5c(cc4c3=O)OCO5)CC2)c1
-4	-6	0	0	3	-97	-4	7	-8	O=C(COC(=O)c1cc(=O)[nH]c2ccccc12)NC(=O)NC1CCCCC1
2	-1	-11	2	25	-79	-12	-1	-6	CN(c1ccc(C(=O)N2CCCCC2)cc1)S(=O)(=O)c1ccccc1
-6	-8	-1	3	14	-90	-1	1	-5	O=C(NCCC1=CCCCC1)c1ccc(F)c(S(=O)(=O)N2CCOCC2)c1
-7	11	11	-2	5	13	6	6	1	O=C1C2CC=C(Cl)CC2C(=O)N1c1ncn[nH]1 (centres undefined)
13	-6	13	4	5	-24	5	6	3	O=C(CN1C(=O)C2C3C=CC(C3)C2C1=O)N1CC(=O)N(CCc2ccccc2)C(=O)C1 (centres undefined)
7	11	10	6	7	14	2	14	3	COCCCNC(=O)Nc1ccc(F)cc1F
-6	14	-5	1	15	37	44	4	5	COc1cccc(C(=O)Nc2ccc(S(=O)(=O)NCc3ccco3)cc2)c1
-2	4	3	4	-3	-24	2	9	-1	N#Cc1c(N)oc(-c2cccs2)c1-c1cccs1
0	10	-4	-1	14	5	5	4	2	Cc1nc2ccc(S(=O)(=O)Nc3ccccc3C)cc2s1
-1	-1	16	7	-11	33	-1	6	7	COc1ccc(CC(=O)NCc2cccs2)cc1
-12	-1	9	2	-6	16	-4	2	0	CN(CCc1ccccn1)c1ncnc2[nH]ncc12
nt	-2	7	-1	22	-6	4	2	0	N#CCCN1CCN(S(=O)(=O)c2ccc(S(=O)(=O)N3CCOCC3)cc2)CC1
8	2	7	0	0	5	4	5	-2	CN(C)c1nc(N)nc(CSc2ncc(Cl)cc2Cl)n1

# (continued)
CatL inh	CatG inh	CatS inh	CatB inh	AP complement	C1s inh	FXIa inh mix	E coli RNAP	CatB mixtures	molecule
-8	9	-8	nt	14	13	8	6	2	CCOC(=O)c1sc(/N=C/N(C)C)c(C(=O)OCC)c1C
1	12	-9	3	4	14	7	9	5	O=S(=O)(NCC1CCCO1)c1ccc2c(c1)OCCO2 (centres undefined)
22	-10	25	7	-18	-16	0	9	1	Nn1cnnc1SCC(=O)Nc1ccc(C2CCCCC2)cc1
9	4	-2	-3	8	3	3	1	4	O=C(NCC1COc2ccccc2O1)c1ccc(NC(=O)c2ccco2)cc1 (centres undefined)
6	8	-3	5	5	12	5	7	0	COC(=O)c1ccc(NS(=O)(=O)c2cc(C)ccc2OC)cc1
-6	9	-10	1	2	13	9	1	-1	O=C(CSc1nnc(CNC(=O)c2cccs2)o1)NCc1ccc(F)cc1

# 2 neighbouring entries already listed:
CatL inh	CatG inh	CatS inh	CatB inh	AP complement	C1s inh	FXIa inh mix	E coli RNAP	CatB mixtures	molecule
35	-8	18	9	-18	14	-1	3	5	CCc1ccc2[nH]c(=O)c(CN(CCN3CCCC3)C(=O)NC3CCCCC3)cc2c1
9	9	-2	5	4	11	4	6	4	Cc1nc2ccccc2c2oc(C(=O)NCc3ccccn3)cc12

# Screening results (PubChem BioAssay)
